NadD block = NadD (S. aureus) enzyme inhibition | purified NadD enzyme, colorimetric absorbance read-out | inhibition, % at 20 µM | actives 0.78% (n = 360,000); in the data active = inhibition above about 26%; note: some compounds past the cut are filed as inactive
CSN deneddyl inh = CSN deneddylation inhibition | Purified CSN, SCF-Nedd8-OG deneddylation, fluorescence polarization | inhibition, % at 12.5 µM | actives 0.38% (n = 360,000);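 active = pattern-corrected inhibition above about 35%, with an unprinted fluorescence ratio check between 0.5 and 1.5, limit read from the data, passing the limit was not always enough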;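 note: 0% = enzyme with substrate and 100% = substrate without enzyme; some results filed as inactive read as strong as hits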
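Assay system: purified human Csn5 enzyme expressed in HEK293T cells; measure: % inhibition; also added: SCFSkp2-Nedd8OG substrate at 10 nM final; technique: fluorescence polarization; times: reaction 90 min, room temperature; medium: Tris buffer pH 7.5, NaCl, DTT, Tween-20, trehalose, ovalbumin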
DNMT1 block = blocks human DNA methyltransferase DNMT1. P26358. DNMT1 molecular beacon, Hinp1I cleavage, fluorescence. inhibition (reported as % activation of signal), % at 10 µM. actives 0.83% (n = 360,000). AID 588458; in the data active = inhibition above about 50%
Target sequence (P26358 504-1616 limits assumed): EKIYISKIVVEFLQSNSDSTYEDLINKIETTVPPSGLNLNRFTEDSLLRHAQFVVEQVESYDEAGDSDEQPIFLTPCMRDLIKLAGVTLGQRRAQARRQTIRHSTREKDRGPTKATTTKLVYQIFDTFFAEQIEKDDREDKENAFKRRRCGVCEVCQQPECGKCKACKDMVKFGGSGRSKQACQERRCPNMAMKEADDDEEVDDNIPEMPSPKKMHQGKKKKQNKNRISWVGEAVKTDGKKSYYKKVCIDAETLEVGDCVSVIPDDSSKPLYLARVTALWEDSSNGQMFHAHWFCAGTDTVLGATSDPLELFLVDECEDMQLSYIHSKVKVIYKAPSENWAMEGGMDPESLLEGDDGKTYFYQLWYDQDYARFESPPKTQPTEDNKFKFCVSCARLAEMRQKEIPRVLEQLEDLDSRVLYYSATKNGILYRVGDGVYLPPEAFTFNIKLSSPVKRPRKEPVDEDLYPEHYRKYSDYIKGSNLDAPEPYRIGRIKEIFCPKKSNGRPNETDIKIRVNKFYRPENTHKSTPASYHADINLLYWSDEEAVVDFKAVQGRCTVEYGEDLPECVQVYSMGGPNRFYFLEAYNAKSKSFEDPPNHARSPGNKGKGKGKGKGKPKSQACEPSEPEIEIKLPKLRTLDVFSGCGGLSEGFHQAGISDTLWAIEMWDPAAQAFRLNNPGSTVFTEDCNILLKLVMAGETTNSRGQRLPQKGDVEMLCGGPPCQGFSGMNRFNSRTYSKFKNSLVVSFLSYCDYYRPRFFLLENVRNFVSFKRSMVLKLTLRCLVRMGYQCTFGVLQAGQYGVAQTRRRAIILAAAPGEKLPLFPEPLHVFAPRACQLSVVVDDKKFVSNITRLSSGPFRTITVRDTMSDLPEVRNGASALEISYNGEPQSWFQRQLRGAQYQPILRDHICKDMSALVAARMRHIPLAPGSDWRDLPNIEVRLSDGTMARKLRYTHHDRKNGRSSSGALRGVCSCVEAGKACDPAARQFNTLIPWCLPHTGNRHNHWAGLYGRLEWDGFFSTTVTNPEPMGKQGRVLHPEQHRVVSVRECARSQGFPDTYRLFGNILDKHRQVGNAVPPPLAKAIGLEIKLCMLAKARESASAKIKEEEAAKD
Scp1 inh = Scp-1 (human) phosphatase inhibition | Q9GZU7 | Recombinant Scp1, phosphopeptide, malachite green phosphate absorbance | inhibition, % at 20 µM | actives 0.88% (n = 340,000) | AID 493091;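 active = inhibition above about 50% at 20 µM, limit read from the data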;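 note: plate controls were DMSO wells with enzyme for no effect and wells lacking enzyme for full effect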
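Test system: SCP-1 phosphatase catalytic domain, residues 76-261; measured by: colorimetric phosphate reagent with accelerator and stabiliser, absorbance at 630 nm; timing: enzyme reaction 45 min at room temperature, colour 5 min, stabilisation 30 min; also added: Phosphorylated 17-residue peptide substrate; compound dosing: one concentration, 20 µM, with 1.0% DMSO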
Tb MetRS inh = blocks T. brucei methionyl-tRNA synthetase activity. inhibition, % at 11.9 µM. actives 0.4% (n = 360,000). AID 624268. purified T. brucei MetRS, ATP depletion, Kinase-Glo luminescence;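 active = inhibition above a per-plate cutoff of the control wells' mean inhibition plus 3 SD, cut at about 5.5% in these data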;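 note: 0% = DMSO wells median and 100% = median of wells with control inhibitor compound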
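System: purified T. brucei MetRS enzyme / Detection: Kinase-Glo luciferase luminescence reporting remaining unconsumed ATP / Medium: HEPES buffer with MgCl2, KCl, DTT, spermine, BSA, pyrophosphatase / Replication: singlicate, one well per compound / Evaluation: percent inhibition relative to median high and low control wells / Schedule: 2 h aminoacylation at 25 °C after 15 min preincubation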
STEP inh = STEP (human) phosphatase inhibition. actives 0.25% (n = 360,000). recombinant STEP, OMFP fluorogenic substrate, fluorescence. inhibition, % at 20 µM. P54829. AID 588621;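 active = inhibition at 20 µM, scaled per plate between control wells, above about 37%, limit read from the data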;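 note: 0% = DMSO with enzyme and substrate and 100% = substrate only without enzyme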
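Assay system: isolated STEP enzyme. Buffer or medium: pH 6.0 Bis-Tris with DTT and Tween 20. Also added: fluorogenic phosphatase substrate OMFP at 25 µM final. Dosing: 20 µM, 1% DMSO. Timing: 20 min reaction, room temperature, in the dark. Measured by: fluorescence intensity, excitation 480 nm, emission 540 nm. Evaluation: normalized % inhibition.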
MLLE-PAM2 inh = inhibitors of microRNA-mediated deadenylation, human PABP1 MLLE binding. GST-MLLE / FITC-PAM2 fluorescence polarization. inhibition, % at 20 µM. actives 0.36% (n = 360,000); in the data active = inhibition above about 35%, passing the limit was not always enough;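 note: plate controls were DMSO wells with GST-MLLE for no effect and wells lacking GST-MLLE protein for full effect; some results filed as inactive read as strong as hits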
SUMO1-SIM PPI = alters human SUMO1 binding to SIM partners; SUMO1 binding to a labelled peptide, TR-FRET, 1 h; P63165; inhibition, % at 20 µM; actives 0.33% (n = 360,000); in the data active = inhibition above about 37%
Rpn11 block = inhibitors of human proteasome Rpn11; human 26S proteasome, Ub4-pepOG fluorescence polarization; 20S core pre-blocked with epoxomicin; calls only at 20 µM; actives 0.59% (n = 360,000);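 active = inhibition at 20 µM, scaled to each plate's controls, above about 33%, limit read from the data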
LMPTP inh = blocks human LMPTP phosphatase; actives 0.22% (n = 360,000); P24666; recombinant LMPTP-A, OMFP fluorogenic substrate, fluorescence intensity; inhibition, % at 20 µM;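 active = compounds that cut the enzyme signal by at least half of the control window in the single-dose screen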;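 note: plate controls were DMSO wells with enzyme plus substrate for no effect and substrate without enzyme for full effect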
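Assay system: LMPTP-A enzyme. Input: 0.625 nM LMPTP-A final. Probe or stimulus: 400 µM OMFP. Compound dosing: single 20 µM dose. Schedule: 50 min dark incubation at room temperature. Detection: fluorescence intensity of OMFP turnover product. Read-out: percent inhibition versus substrate-only and uninhibited controls. Benchmarks: no-enzyme low control, uninhibited high control.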
* = called active by the depositor; i = inactive; . = not tested or not shown.

SMILES | NadD block | CSN deneddyl inh | DNMT1 block | Scp1 inh | Tb MetRS inh | STEP inh | MLLE-PAM2 inh | SUMO1-SIM PPI | Rpn11 block | LMPTP inh
CC(C)CC(=O)NC(=S)Nc1cc(C(=O)O)ccc1Cl | 3 | -2 | -1 | 9 | 0.2 | 0 | 21 | 2 | i | -0.6
O=C(/C=C/c1ccc([N+](=O)[O-])cc1)Nc1cccnc1 | 2 | -6 | 1 | 0 | -0.4 | 2 | -3 | -22 | i | 0.1
Cc1ccc(N(CC(O)CN2C(=O)NC(C)(C)C2=O)S(=O)(=O)c2ccc([N+](=O)[O-])cc2)cc1 (stereo not drawn) | 17 | -3 | 2 | -4 | -0.4 | -2 | -3 | -43 | i | 2.4
COC(=O)c1c[n+]([O-])ccc1OC | 6 | -1 | 2 | . | 0.0 | -2 | 6 | -3 | i | -0.2
CCOC(=O)c1cc(-c2ccc(N3C(c4ccsc4)=Cc4ccccc4C3CC(C)=O)cc2)cc([N+](=O)[O-])c1 (stereo not drawn) | 32* | -4 | . | . | -1.6 | . | . | 1 | . | 0.7
CCc1nc2ccc(C(=O)NCCc3ccccn3)cn2c1N(CC)CCOC | -2 | -2 | 3 | . | -0.2 | -1 | 22 | -1 | i | 0.5
Cc1sc(-c2cccnc2)nc1OC(=O)C1CC1 | -1 | -2 | -3 | -4 | 0.3 | 1 | 16 | -9 | i | 0.3
CCc1cc2ccc(C)cc2nc1SCC(=O)Nc1cc(C)on1 | -8 | 0 | 1 | -4 | 0.0 | 12 | 10 | 0 | i | -0.8
COc1ccc(-n2c(C)cc(/C=C/c3nc(O)c([N+](=O)[O-])c(=O)[nH]3)c2C)cc1 | 20 | 13 | 44 | 66* | 0.3 | 3 | 6 | 9 | i | 16
CN(C)/C=C1\N=C(c2ccccc2)OC1=O | -5 | 0 | 2 | -4 | -0.5 | -2 | -9 | -12 | i | -1.9
CCOC(=O)[C@]12CCCC=C1N(Cc1ccccc1)C(=O)[C@H](CC(=O)NCc1cccc3ccccc13)C2 | . | -5 | . | . | 0.5 | . | . | 10 | . | 2.9
COCCc1nc2ccc(C(=O)N3CCCC(CCCO)C3)cc2o1 (stereo not drawn) | -6 | -4 | 3 | -7 | 0.1 | -2 | 18 | 2 | i | -0.1
CC(=O)N(c1c(C)n(C)n(-c2ccccc2)c1=O)C1(C(=O)NC2CCCC2)CCCCC1 | 2 | 3 | 2 | -5 | -0.9 | -3 | 6 | 1 | i | -1.1
CCSc1nnc2c(n1)OC(C)(C)Nc1ccccc1-2 | 4 | -2 | -2 | -6 | 0.5 | 1 | -1 | -1 | i | -0.1
NC(=O)c1nsc(C(=O)N(CC(=O)NC2CCCCC2)Cc2ccc(F)cc2)c1N | 3 | -2 | -1 | 1 | -0.1 | 0 | 0 | -12 | i | -2.0
O=c1oc(-c2ccccc2F)nc2scc(-c3ccccc3)c12 | -10 | 5 | 13 | -9 | -0.1 | 1 | 8 | 0 | i | 4.1
COc1ccc2[nH]c(=O)c(CNc3ccccc3OC)cc2c1 | 4 | 4 | -21 | -10 | -0.3 | -1 | -69 | -13 | . | 1.7
CCOC(=O)SC1=N/C(=C\c2ccc(N(C)C)cc2)C(=O)S1 | 9 | 43* | -4 | -3 | -0.5 | 11 | -124 | -36 | . | 6.1
FC(F)(F)c1cc(-c2ccccc2)nc(-n2cc(Cl)cn2)n1 | -10 | 4 | 1 | -7 | -0.8 | 2 | 26 | -1 | i | 3.0
CCCCC1=CC2=C(c3ccco3)C(=O)C(C)(OC(=O)c3ccc(OC)cc3)C(=O)C2=CN1CCc1ccccn1 (stereo not drawn) | 10 | -4 | -5 | 4 | -0.3 | 2 | 9 | -10 | i | 0.9
O=C(NCc1ccccc1Cl)C1CCN(S(=O)(=O)N2CCC3(CC2)OCCO3)CC1 | -4 | 1 | 0 | -6 | -0.3 | 2 | -2 | 1 | i | -2.3
C[C@@H]1CN([C@@H](C)CO)C(=O)CCCn2nncc2CO[C@H]1CN(C)C(=O)Nc1cccc2ccccc12 | 0 | -1 | 1 | . | 0.7 | 2 | 1 | -3 | i | -2.2
O=C(Nc1cccc(C(F)(F)F)c1)c1csc(-c2ccncc2)n1 | 1 | -1 | 5 | 15 | -1.2 | -1 | 8 | 4 | i | 2.1
CC(C)Nc1nc(Nc2ccc(F)cc2)c2sccc2n1 | -8 | 1 | 1 | . | -0.2 | 2 | 1 | -4 | i | 33
Fc1c(F)c(F)c(SCn2cc(Br)cn2)c(F)c1F | -7 | -1 | 2 | -5 | -0.4 | -2 | -14 | 6 | i | -0.4

Given tab-delimited: part of the list above
Structure	NadD block	CSN deneddyl inh	DNMT1 block	Scp1 inh	Tb MetRS inh	STEP inh	MLLE-PAM2 inh	SUMO1-SIM PPI	Rpn11 block	LMPTP inh
CC(=O)N(c1c(C)n(C)n(-c2ccccc2)c1=O)C1(C(=O)NC2CCCC2)CCCCC1	2	3	2	-5	-0.9	-3	6	1	i	-1.1
O=C(/C=C/c1ccc([N+](=O)[O-])cc1)Nc1cccnc1	2	-6	1	0	-0.4	2	-3	-22	i	0.1
O=C(NCc1ccccc1Cl)C1CCN(S(=O)(=O)N2CCC3(CC2)OCCO3)CC1	-4	1	0	-6	-0.3	2	-2	1	i	-2.3
COCCc1nc2ccc(C(=O)N3CCCC(CCCO)C3)cc2o1 (stereo not drawn)	-6	-4	3	-7	0.1	-2	18	2	i	-0.1
Fc1c(F)c(F)c(SCn2cc(Br)cn2)c(F)c1F	-7	-1	2	-5	-0.4	-2	-14	6	i	-0.4

Further compounds
SMILES | NadD block | CSN deneddyl inh | DNMT1 block | Scp1 inh | Tb MetRS inh | STEP inh | MLLE-PAM2 inh | SUMO1-SIM PPI | Rpn11 block | LMPTP inh
COCCn1c(N)c(Sc2ccc(Cl)cc2)c(=O)[nH]c1=O | 0 | 0 | 0 | -1 | 0.6 | 0 | 4 | 5 | i | -1.0
COc1ccc(NC(=O)CCNC(=O)c2ccco2)c(OC)c1 | 3 | 2 | -3 | -6 | -0.3 | 0 | 10 | -4 | i | 4.2
CCN(CC)c1nc(-c2ccc(C(=O)NN)cc2)nc(-c2ccc(C(=O)NN)cc2)n1 | 7 | 0 | 1 | 13 | -1.9 | -1 | -10 | 4 | i | -2.7
C#CCNC(=O)C1=C[C@@H](c2ccc(C#C)cc2)[C@H](CCCO)[C@@H](OCC)O1 | -8 | 0 | -6 | 4 | -0.3 | -1 | 0 | 0 | i | -1.6
O=C1C=C(c2n[nH]nc2-c2ccccc2)C[C@@H](c2ccc(F)cc2)C1 | 4 | -1 | 0 | . | 0.0 | 1 | 4 | -13 | i | -0.7
O=P1(O)Cc2ccccc2-c2ccccc21 | -1 | 1 | 0 | 1 | -0.2 | 1 | -16 | -1 | i | -1.2
Cc1ccccc1S(=O)(=O)Cc1ccc(C(=O)NCCN2CCCCC2C)o1 (stereo not drawn) | -3 | 2 | -1 | -7 | 1.1 | 1 | -2 | -3 | i | -0.7
Cc1nn2c(-c3cccc(NC(=O)CSc4nc5ccccc5o4)c3)nnc2c2ccccc12 | 14 | 0 | -1 | 14 | -0.3 | 3 | -22 | 14 | i | 4.5
O=[N+]([O-])c1ccc(O)c(Nc2ncnc3ccc(Br)cc23)c1 | 9 | -13 | 0 | 75* | -0.1 | 25 | 14 | -5 | i | 26
CCCCCc1ccc(-c2cn(Cc3cccc(OC)c3)nn2)cc1 | 8 | -1 | 6 | -5 | -0.3 | 2 | 4 | -2 | i | 5.2
CC1=Nc2ccccc2/C1=C/c1c(N)n2c(S(=O)(=O)C(C)C)nsc2nc1=O | 1 | 6 | -1 | -9 | 0.3 | -9 | -18 | 4 | i | -1.1
Cc1ccc2c(CN3CCN(C(=O)c4ccco4)CC3)cc(=O)oc2c1C | -1 | -5 | 1 | -2 | -0.2 | 2 | -19 | 1 | i | -0.1
COc1ccc(OCCCN2CCc3ccccc3C2)cc1 | -14 | -3 | 0 | 12 | -1.5 | -2 | 3 | 0 | i | -0.1
CCOc1ccc(N(CC(=O)Nc2cccc(Br)c2)S(C)(=O)=O)cc1 | -9 | 1 | 0 | -9 | 0.5 | -1 | -14 | -1 | i | -0.2
O=C(CCc1nc2ccccc2s1)NCc1ccccc1F | 1 | 11 | 9 | 9 | 1.1 | -1 | 3 | -3 | i | 0.2
O=C(c1cnn2c(C(F)(F)F)cc(-c3cccs3)nc12)N1CCN(C(c2ccccc2)c2ccccc2)CC1 | 11 | 1 | -1 | 4 | -0.6 | 2 | 7 | 1 | i | 1.8
O=C(O)CN1C(=O)NC2(CCOc3ccccc32)C1=O (stereo not drawn) | -4 | 0 | 13 | -17 | -0.2 | -2 | -6 | 3 | i | -0.4
O=C(CN1CCOCC1)Nc1cccc(Cl)c1Cl | 2 | -6 | -2 | 0 | 0.1 | 12 | -8 | -4 | i | 0.1
COCCCN1C(=O)C(CC(=O)NCCCCc2ccccc2)CC(C(=O)N(C(C)C)C(C)C)=C1C (stereo not drawn) | 2 | 4 | -2 | . | -0.6 | -1 | 7 | -2 | i | -2.0
COc1nccnc1NS(=O)(=O)c1ccc(NC(=S)NC(=O)/C=C/c2ccc(F)cc2)cc1 | 14 | 5 | 1 | -12 | -0.6 | 0 | 24 | 26 | i | 1.4
CCOCCCn1c(=S)[nH]c2cc(C(=O)NC3CCCCC3C)ccc2c1=O (stereo not drawn) | 4 | -3 | 10 | 2 | -0.8 | -5 | -49 | -2 | i | -1.1
COc1ccc(Cl)cc1NC(=O)COC(=O)Cc1cc(OC)c(OC)c(OC)c1 | -1 | -4 | 1 | -8 | -0.2 | 0 | -7 | -3 | i | -1.7
COC(=O)c1cccc(OCC(O)Cn2cnc3cc(C)c(C)cc32)c1 (stereo not drawn) | 0 | 6 | -2 | 16 | -1.4 | 0 | -6 | -3 | i | -3.0
CC(=O)Nc1ccc(CNc2nc3cc(-c4ccccc4C)sc3c(=O)n2C)cc1 | -1 | -3 | -16 | . | -0.2 | 0 | 11 | -25 | i | 4.5
COc1ccc(CC(=O)NC(C)c2nnc(SCC(=O)Nc3ccccc3F)n2C)cc1 (stereo not drawn) | 0 | 10 | 1 | -6 | -0.9 | 0 | -5 | 2 | i | -1.5
